Source: PubChem
D2 PAM: D2 dopamine receptor (human) potentiation; P14416; HEK293 T-REx D2, calcium flux, EC20 dopamine potentiation; potentiation, % at 10 µM; 0.34% of 340,000 active;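 active means potentiation over 3 SD above the plate norm, cut at about 30% in these data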; further: 0% is about no effect
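Calcium flux readout, no-wash dye, 1 read/s. Inducible HEK293 Trex D2 line, overnight 30 C. Compound alone 180 s (agonist flags), then EC20 dopamine, another 180 s to score potentiation.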
D1 potentiator: enhances dopamine response at the human D1 receptor. potentiation, % at 10 µM. 0.036% of 360,000 active. HEK293 TREx D1 cells, calcium flux, dopamine EC20 potentiation. P21728; in the data active means potentiation above about 30%; further: 0% is about no effect
D1 antagonist: human D1 dopamine receptor antagonism; AID 504652; 3.2% of 360,000 active; activity change, negative = inhibition, % at 10 µM; HEK293 TREx D1 cells, calcium flux, dopamine EC80; stronger effect = lower value; P21728; in the data active means activity change below about -30%; further: on the % scale 0 is the no-effect control and ±100 the full control effect
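Tetracycline-induced HEK293 Trex D1 cells, force-coupled to calcium, dye-loaded; compounds added and read 180 s, then EC80 dopamine added and calcium flux tracked kinetically another 180 s.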
TRHR PAM: allosteric enhancers of human TRH receptor. P34981. TRHR cells, fluo-8 calcium fluorescence, EC20 TRH enhancement. enhancement, % at 2 µM. 0.66% of 360,000 active. AID 493056; in the data active means enhancement above about 30%; further: 0% is about no effect
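TRHR-expressing cells loaded with fluo-8 calcium dye were read kinetically (ex 480/em 530) during compound addition, then stimulated with an EC20 of TRH (10 nM final). Enhancement of the Gq-mediated intracellular calcium response was scored.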
RXFP1 antagonist: blocks the human relaxin receptor RXFP1; activity change, negative = inhibition, % at 57.5 µM; Q9HBX9; 0.59% of 350,000 active; HEK293-RXFP1, relaxin-stimulated cAMP HTRF, 30 min; stronger effect = lower value;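 active means activity change of -60% or lower, but not beyond a set lower limit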; further: on the % scale 0 is the no-effect control and ±100 the full control effect
Target sequence (Q9HBX9 whole entry, looked up): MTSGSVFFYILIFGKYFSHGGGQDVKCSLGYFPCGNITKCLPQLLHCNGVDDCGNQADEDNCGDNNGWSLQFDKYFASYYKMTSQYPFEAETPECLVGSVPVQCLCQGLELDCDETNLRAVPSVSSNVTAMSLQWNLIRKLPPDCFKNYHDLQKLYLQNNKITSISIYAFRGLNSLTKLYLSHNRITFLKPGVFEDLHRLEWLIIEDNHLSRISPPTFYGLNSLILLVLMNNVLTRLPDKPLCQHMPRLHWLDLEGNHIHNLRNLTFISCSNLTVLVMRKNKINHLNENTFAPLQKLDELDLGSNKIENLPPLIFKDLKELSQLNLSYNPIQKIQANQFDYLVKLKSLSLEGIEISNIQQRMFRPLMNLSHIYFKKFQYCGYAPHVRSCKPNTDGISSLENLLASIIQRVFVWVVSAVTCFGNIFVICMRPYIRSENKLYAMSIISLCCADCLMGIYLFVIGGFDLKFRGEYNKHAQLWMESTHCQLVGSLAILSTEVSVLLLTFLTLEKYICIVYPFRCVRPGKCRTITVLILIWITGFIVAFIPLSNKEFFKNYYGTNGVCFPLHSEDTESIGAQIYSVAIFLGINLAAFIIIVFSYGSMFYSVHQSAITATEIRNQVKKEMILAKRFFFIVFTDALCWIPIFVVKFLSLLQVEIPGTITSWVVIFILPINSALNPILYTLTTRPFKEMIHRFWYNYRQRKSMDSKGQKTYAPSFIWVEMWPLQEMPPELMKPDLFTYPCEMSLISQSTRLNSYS
D1 agonist: agonists of human D1 dopamine receptor; activation, % at 2 µM; 1% of 360,000 active; HEK293 T-REx D1 cells, calcium flux, agonist mode; P21728; further: 0% is about no effect
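Agonism was scored from calcium flux recorded over 180 s (1 read/s) after pintool compound addition, following a 10-cycle baseline. Cells were inducible force-coupled HEK293 TREx D1, plated overnight at 30 C and loaded with no-wash calcium dye.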
TRHR ag: activates the human TRH receptor; activation, % at 2 µM; TRHR cells, calcium flux fluo-8, FDSS agonist mode; 0.18% of 360,000 active; P34981; further: 0% is about no effect
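TRHR-expressing cells loaded with fluo-8 calcium dye; 23 nL library compound pin-transferred, kinetic FDSS fluorescence (Ex 480/Em 530) recorded about 180 s for agonist-induced calcium release, before a 10 nM TRH EC20 addition for potentiator mode.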
D2 ag: activates the human D2 dopamine receptor | activation, % at 2 µM | HEK293 T-REx D2 cells, calcium flux agonist mode | P14416 | AID 485358 | 0.53% of 340,000 active;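 active means activation over 3 SD above normal in the single-dose calcium agonist read, cut at about 30% in these data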; further: 0% is about no effect
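HEK293 Trex D2 cells, tetracycline-induced, o/n 30 C 5% CO2; no-wash Ca dye, RT 30–90 min; 10-cycle baseline, 23 nl cpd added, kinetic Ca read 180 s; agonist hits = positive Ca response.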
D2 antag: antagonists of human D2 dopamine receptor; P14416; HEK293 TREx D2 cells, calcium flux, dopamine EC80; inhibition, % at 10 µM; 2% of 340,000 active; in the data active means inhibition above about 30%; further: 0% is about no effect
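In this primary screen, negative modulation is detected by tracking calcium flux after an EC80 dopamine challenge in inducible HEK293 T-REx D2 cells preexposed to test compound for 180 s.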
The depositor's hits bear a star; / = not tested or not shown; & = joins results of further samples. Unless noted, no stated cut-off is given here; in the data, active means activation above about 30%; inactive means the rest. Rows were taken by chance; overall some 7.1% were active at least once.

cpd | SMILES | D2 PAM | D1 potentiator | D1 antagonist | TRHR PAM | RXFP1 antagonist
1 | Cc1ccn2cc(CSc3ccccc3N)nc2c1 | 4 | 0 | 22 | 1 | 26
2 | CC(=O)N1c2ccc(S(=O)(=O)NCC3CCC(C(=O)NC(C)(C)C)CC3)cc2CC1C (stereo not drawn) | -5 | -6 | -1 | -3 | -10
3 | CCN(CC(=O)Nc1ccc([N+](=O)[O-])cc1OC)c1ccccc1 | 14 | 1 | -3 | -7 | -4
4 | O=c1ccc2cc(S(=O)(=O)Nc3ccc(F)cc3)ccc2o1 | 7 | -3 | -18 | 0 | 5
5 | O=S(=O)(c1ccc(NC2CCCCC2)cc1)N1CCOCC1 | -5 | -1 | -11 | 0 | -6
6 | Cc1ccc(S(=O)(=O)Cc2ccc(C(=O)N3CCCCCC3)o2)cc1 | 1 | -3 | -17 | -5 | /
7 | COC(=O)CSc1nc(C)cc(C)c1C#N | -4 | 4 | -6 | 8 | 12
8 | CC1CCC2(CC1)NC(=O)N(CC(=O)c1ccc(CNC(=O)C(C)(C)C)s1)C2=O (stereo not drawn) | -7 | -5 | 4 | -3 | -10
9 | FC(F)Sc1nnc(-c2cccs2)n1-c1ccccc1 | -3 | -4 | -2 | -2 | -1
10 | CN1CCN(c2ccccc2NC(=O)COc2ccc(Br)cc2)CC1 | -21 | -7 | -1 | 16 | 10
11 | COc1ccc(Cl)cc1NC(=O)C1CCCN(S(C)(=O)=O)C1 (stereo not drawn) | 5 | 3 | -21 | 2 | -5
12 | Cc1cccc(NC(=O)C(=O)NCc2ccccn2)c1 | 0 | -2 | -5 | 4 | 10

cpd | D1 agonist | TRHR ag | D2 ag | D2 antag
1 | 0 | -0.6 | -0.7 | -8
2 | 3 | -0.5 | -0.4 | /
3 | 5 | 0.0 | 0.2 | -18
4 | 8 | -0.1 | -0.1 | 5
5 | 1 | -0.1 | -0.6 | -15
6 | 6 | -0.1 | -0.7 | 21
7 | 0 | 0.0 | 0.2 | -15
8 | 2 | -0.1 | 0.1 | 17
9 | -3 | -0.5 | -0.1 | -4
10 | 0 | -0.2 | -1.2 | -15
11 | 1 | -1.0 | / | /
12 | 1 | 1.4 | 1.0 | -18

Among those listed so far, two have an aryl methoxy group.
cpd | SMILES | D2 PAM | D1 potentiator | D1 antagonist | TRHR PAM | RXFP1 antagonist
3 | CCN(CC(=O)Nc1ccc([N+](=O)[O-])cc1OC)c1ccccc1 | 14 | 1 | -3 | -7 | -4
11 | COc1ccc(Cl)cc1NC(=O)C1CCCN(S(C)(=O)=O)C1 (stereo not drawn) | 5 | 3 | -21 | 2 | -5

cpd | D1 agonist | TRHR ag | D2 ag | D2 antag
3 | 5 | 0.0 | 0.2 | -18
11 | 1 | -1.0 | / | /

Continued.
cpd | SMILES | D2 PAM | D1 potentiator | D1 antagonist | TRHR PAM | RXFP1 antagonist
13 | O=[N+]([O-])c1ccccc1S(=O)(=O)NCCSCc1ccco1 | 8 | 3 | 7 | 2 | 0
14 | CCCn1c(N)c(C(=O)CSc2nnc(-c3ccoc3C)n2C)c(=O)n(C)c1=O | -12 | -3 | -2 | -10 | 3
15 | CCOC(=O)c1cccc(NC(=O)Nc2cc(OC)ccc2OC)c1 | / | -1 | 2 | -5 | 2
16 | CC(/C=C/c1ccccc1)=N/NC(=O)c1cccc(Br)c1 | -8 | 4 | 5 | -3 | -38
17 | CCn1cc(C(=O)NCCc2ccc(C)cc2)c(=O)c2cc(S(=O)(=O)N3CCc4ccccc4C3)ccc21 | -5 | 3 | -7 | 6 | /
18 | CCOC(=O)N1CCc2c(sc3c2c(=O)n(-c2ccc(CC)cc2)c(=O)n3Cc2ccc(F)cc2Cl)C1 | -1 | -2 | 17 | 1 | -9
19 | Cc1cccc(Oc2ncnc3onc(C)c23)c1 | -3 | 5 | -1 | -5 | -10
20 | Clc1cccc(CNc2nc(-c3cccnc3)nc3ccccc23)c1 | -2 | -6 | 8 | -1 | -25
21 | CCCOc1ccc(-c2nnn(CC(=O)N3CCCC(C)C3)n2)cc1 (stereo not drawn) | -2 | -5 | -26 | 5 | 0
22 | CN(c1cnn(-c2ccccc2)c(=O)c1Cl)n1cccc1 | / | 5 | -23 | 2 | -8
23 | O=C(CCCC(=O)N(CC(=O)NC1CCCCC1)Cc1ccccc1)Nc1ccccn1 | -3 | -2 | 12 | -2 | -8
24 | O=C(c1cc(-c2cccs2)nc2ccccc12)N1CCN(c2ccccc2)CC1 | 3 | -4 | 4 | -2 | -30

cpd | D1 agonist | TRHR ag | D2 ag | D2 antag
13 | 4 | -0.6 | -2.3 | -26
14 | 1 | 0.0 | 0.7 | 2
15 | -1 | 2.5 | 1.1 | -5
16 | 1 | -0.5 | -0.4 | -21
17 | -1 | 0.8 | 1.9 | /
18 | 2 | 0.4 | / | /
19 | 0 | -0.9 | -0.8 | -5
20 | 2 | -0.7 | -0.8 | -1
21 | 7 | 0.3 | 0.0 | -25
22 | 1 | 0.6 | / | /
23 | 0 | -1.1 | 0.8 | -4
24 | 1 | 0.8 | 3.3 | -13

Some of the entries above, set out differently:
Sequence of screens: D2 PAM, D1 potentiator, D1 antagonist, TRHR PAM, RXFP1 antagonist, D1 agonist, TRHR ag, D2 ag, D2 antag
14: CCCn1c(N)c(C(=O)CSc2nnc(-c3ccoc3C)n2C)c(=O)n(C)c1=O
 : -12, -3, -2, -10, 3, 1, 0.0, 0.7, 2
15: CCOC(=O)c1cccc(NC(=O)Nc2cc(OC)ccc2OC)c1
 : /, -1, 2, -5, 2, -1, 2.5, 1.1, -5
16: CC(/C=C/c1ccccc1)=N/NC(=O)c1cccc(Br)c1
 : -8, 4, 5, -3, -38, 1, -0.5, -0.4, -21
17: CCn1cc(C(=O)NCCc2ccc(C)cc2)c(=O)c2cc(S(=O)(=O)N3CCc4ccccc4C3)ccc21
 : -5, 3, -7, 6, /, -1, 0.8, 1.9, /

(listing goes on)
cpd | SMILES | D2 PAM | D1 potentiator | D1 antagonist | TRHR PAM | RXFP1 antagonist
25 | COc1ccc(CC(C(=O)Nc2ccc(OC)cc2)c2nn[nH]n2)cc1 (stereo not drawn) | 17 | -3 | 11 | 2 | -3
26 | O=C(COc1ccc2ccccc2c1CN1CCOCC1)N1CCc2ccccc21 | -19 | -8 | 2 | -9 | -7
27 | CCOc1ccc2[nH]cc(S(=O)(=O)c3ccc(C)cc3)c(=O)c2c1 | 2 | -4 | -5 | -1 | /
28 | COc1ccccc1C(=O)O/N=C(\N)c1ccccc1Cl | 11 | 0 | 1 | 8 | 5
29 | CCOc1ccc(-n2c(=O)c3c(C)c(C)sc3n(CC(=O)N3CCC(C)CC3)c2=O)cc1 | -5 | 2 | -4 | -8 | 1
30 | Cc1ccc(Cl)cc1NC(=O)COC(=O)c1ccc(COc2ccc3c(C)cc(=O)oc3c2)cc1 | / | 6 | 7 | 2 | /
31 | CN(C)C(CNC(=O)c1ccc([N+](=O)[O-])cc1Cl)c1ccco1 (stereo not drawn) | / | -8 | 2 | 4 | -24
32 | CCOC(=O)c1cc(S(=O)(=O)N2CCN(c3ccc(C)cc3C)CC2)[nH]n1 | -3 | -3 | -18 | -2 | /
33 | O=S(=O)(c1ccc(Cl)s1)N1CCN(C/C=C/c2ccccc2)CC1 | 8 | 1 | -2 | 23 | -6
34 | Cc1ccc(-c2nnc(CSc3nncn3N)o2)cc1 | 13 | -5 | 26 | -1 | -5
35 | O=C(NCCN1CCOCC1)C1CCN(Cc2ccccc2O)CC1 | 10 | 9 | 6 | 12 | 5
36 | Cc1c(C)[n+](=O)c2c(n1[O-])C(Br)CCC2Br (stereo not drawn) | 12 | 2 | -5 | 6 | -2

cpd | D1 agonist | TRHR ag | D2 ag | D2 antag
25 | 2 | -0.3 | 0.6 | 15
26 | 0 | -0.1 | 0.8 | 16
27 | 1 | -0.6 | -0.5 | -9
28 | 2 | -2.0 | -1.0 | 6
29 | -1 | -0.8 | -0.5 | /
30 | 3 | -0.3 | / | /
31 | 0 | 0.3 | 2.7 | 4
32 | 8 | -0.7 | 1.1 | /
33 | 11 | -0.3 | -1.9 | -4
34 | 3 | 0.0 | 0.2 | 1
35 | 2 | 0.1 | -0.4 | -3
36 | 2 | 0.2 | 1.0 | -9

Going on with the list.
cpd | SMILES | D2 PAM | D1 potentiator | D1 antagonist | TRHR PAM | RXFP1 antagonist
37 | Cc1cccc(C)c1C(OCCN(C)C)C1CCCCC1 (stereo not drawn) | -20 | -1 | -12 | 3 | -21
38 | CCCCNC(=O)CCn1c(=O)c2cccn2c2ccc(F)cc21 | -12&4 | -7&-3 | 0&-18 | -4&-6 | -2&-11
39 | COc1cc(OC)c(NS(=O)(=O)c2c(C(=O)N3CCCCC3)c(C)n(C)c2C)cc1Cl | -3 | 9 | 12 | 0 | 6
40 | CC1CC(C)CN(C(=O)C2CCC(CNc3c(N4CCCCC4)c(=O)c3=O)CC2)C1 (stereo not drawn) | -5 | 4 | -12 | -5 | -3
41 | CCOC(=O)N1CCN(C(=O)c2ccccc2NC(=O)COc2ccccc2C)CC1 | 5 | 4 | 9 | 3 | -1
42 | CSc1nnc(SCC(=O)N(C)c2c(N)n(Cc3ccccc3)c(=O)[nH]c2=O)s1 | 1 | -14 | -18 | -2 | 6
43 | O=C(CC1S/C(=N/N=C/c2cccs2)NC1=O)Nc1ccc(Cl)c(Cl)c1 (stereo not drawn) | 9 | -7 | -7 | 3 | /
44 | COc1ccc2nc(Nc3nc(-c4cc5ccccc5oc4=O)cs3)sc2c1 | 21 | 1 | 3 | 2 | -13
45 | O=c1cc(N=Nc2ccc(Cl)cc2)[nH]c(=O)[nH]1 | 4 | -2 | -8 | -8 | 19
46 | CCOC(=O)c1sc(N2N=C(C)C(N=Nc3cccc(C)c3)C2=O)nc1C (stereo not drawn) | 11 | 1 | 2 | 1 | 17
47 | O=C(CCN1C(=O)C2CCCCC2C1=O)Nc1cc(F)ccc1F (stereo not drawn) | -3 | -1 | -7 | 4 | -15
48 | COc1ccccc1CNC(=O)Cn1ccc2cc(S(=O)(=O)N3CCCC3)ccc21 | 4 | -5 | -3 | -1 | 4
49 | COC(=O)C1c2ccccc2-c2ccccc21 | -1 | -10 | 3 | 9 | -1
50 | Cc1ccc(-c2nc(CS(=O)CC(=O)NCc3ccc4c(c3)OCO4)c(C)o2)cc1 (stereo not drawn) | -1 | -5 | -7 | 9 | -1

cpd | D1 agonist | TRHR ag | D2 ag | D2 antag
37 | 12 | 0.5 | 1.1 | 89*
38 | 1&-1 | -0.1&-0.4 | 0.4&0.1 | 15
39 | 1 | -1.3 | 1.3 | -8
40 | 0 | -0.4 | -0.2 | 11
41 | 1 | 0.3 | 0.3 | 4
42 | 1 | 0.0 | 0.5 | -10
43 | 2 | 0.0 | 1.6 | -3
44 | -1 | -0.8 | -2.1 | 5
45 | 0 | -0.3 | 1.6 | -24
46 | 2 | 0.2 | / | /
47 | -1 | 0.5 | 0.4 | -9
48 | 8 | 0.0 | -0.6 | -10
49 | 0 | -0.9 | 0.0 | 4
50 | 1 | -1.0 | 0.1 | 0
